ARNT TACC3 PPI: disruptors of human ARNT/TACC3 interaction; 390,000 tested, 0.66% active; inhibition, % at 9.99 µM; AlphaScreen His-ARNT PAS-B/GST-TACC3 binding, luminescence; TACC3 fragment carries E629A point mutation; Q9Y6A5;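 active = mean inhibition of replicates at least 50% and at least half of replicates each reaching 50%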;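 note: 0% = complete ARNT plus TACC3 wells and 100% = ARNT alone without TACC3; many hits fall short of the cut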
PglD DTNB: PglD (C. jejuni) enzyme inhibition; purified PglD enzyme, DTNB colorimetric CoA detection; inhibition, % at 12.5 µM; 360,000 tested, 0.098% active; in the data active = inhibition above about 16%, passing the limit was not always enough; note: strong numbers were not always called active
LGR2 antag: blocks bursicon-induced cAMP signaling via Drosophila LGR2 | HEK293 LGR2, CRE-luciferase, bursicon-stimulated, 4 h | inhibition, % at 9.99 µM | 380,000 tested, 0.35% active;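 active = drop in luminescence signal, shown as inhibition above about 50% in the replicate tests, limit read from the data, passing the limit was not always enough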;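 note: agonist challenge used bursicon conditioned medium at about half maximal strength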
C2C12 statin: protects C2C12 myotubes from simvastatin toxicity; rescue of ATP level, % at 7.49 µM; ATP luminescence, 48 h; scaled: DMSO 0, geranylgeraniol control 100; AID 602340; 330,000 tested, 0.78% active;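 active = mean ATP rescue above about 67%, or every replicate alone reaching that limit, limit read from the data, passing the limit was not always enough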;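 note: myotubes were challenged with 10 µM simvastatin during compound exposure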
GSIS activator: GLuc luminescence reporter in INS-1E cells, primary screen for activators of glucose-dependent secretion of insulin; activation, % at 16.6 µM; INS-1E GLuc reporter insulin secretion, 2-3 h; 370,000 tested, 0.61% active;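 active = lowest replicate activation of at least 40%, so every replicate reaches that level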;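 note: 0% = median of neutral control wells and 100% = median of IBMX positive control wells; some compounds called inactive have numbers as strong as hits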
Cneo AK release: Cryptococcus neoformans lysis via adenylate kinase release; C. neoformans lysis, adenylate kinase release luminescence, 4 h; normalised: neutral wells 0, clomiphene wells 100; 360,000 tested, 0.2% active; lysis activity, % at 15 µM;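 active = mean lysis activity across replicates of at least 80%, whatever share of replicates individually reach that level; inactive = mean lysis activity below 80%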
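Test system: log-phase Cryptococcus neoformans yeast cells; Quantity: yeast cell density of 5 × 10^6 cells/mL; Buffer or medium: YPD; Doses: single compound concentration per well; Timing: 4 h at 37 °C static, read 1 h later; Measured by: AK luminescence; Read-out basis: lysis from increased AK signal; Control set: Clomiphene as positive control.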
PGC1a acetyl inh: lowers PGC1a acetylation signal in U2OS cells. AlphaScreen anti-acetyl-lysine; with virally co-expressed GCN5 acetyltransferase. inhibition, % at 15.6 µM. 350,000 tested, 0.17% active. AID 651687;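 active = every replicate shows inhibition of at least 40%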;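 note: 0% = neutral control wells and 100% = positive control wells; some results beyond the cut were filed as inactive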
PAX8 reporter: PAX8 transcriptional activity inhibition; 360,000 tested, 1.2% active; inhibition, % at 12.6 µM; RMG-I TPO-luciferase reporter, SteadyGlo, 24 h; AID 652154;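 active = mean replicate inhibition at least 60% with every replicate also reaching 60%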;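 note: luciferase light reporting Pax8 driven TPO promoter activity; plate controls were median of neutral control wells for no effect and mitoxantrone controls for full effect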
Active calls of the source: *; nt = not tested or not shown; & = joins results of further samples. An unsorted share of the library; about 2.9% have a hit in one of these screens.

SMILES	ARNT TACC3 PPI	PglD DTNB	LGR2 antag	C2C12 statin	GSIS activator	Cneo AK release	PGC1a acetyl inh	PAX8 reporter
COc1ccc(CN(C)C[C@H]2Oc3ccc(NC(=O)Nc4c(C)noc4C)cc3C(=O)N([C@H](C)CO)C[C@@H]2C)cc1	nt	nt	6	-7	8	nt	5	14
COCCn1c(SCC(=O)NCc2ccccc2)nc2ccccc21	2	2	9	5	-5	1	nt	11
COc1cccc(CN2CCNC(=O)C2CC(=O)NCCc2ccccn2)c1 (stereo not drawn)	-10	nt	nt	nt	-1	nt	7	-16
C[C@H](O)[C@@H]1CN2CCc3c([nH]c4ccccc34)[C@@H]2C[C@@H]1N(C)C(=O)Nc1cccc2ccccc12	nt	-6	8	7	-1	1	-5	17
CO[C@H]1CN(C)C(=O)c2cc(NC(=O)Nc3ccc(Cl)cc3)ccc2OC[C@H](C)NC[C@H]1C	nt	5	-1	-16	-14	nt	1	nt
CCOC(=O)N1CCC(=NNC(=O)COc2ccc(C#N)cc2)CC1	0	1	3	-1	nt	2	nt	1
O=C(NCc1ccncc1)C1COc2ccccc2O1 (stereo not drawn)	-3	-5	3	nt	7	-1	-1	nt
Cc1cccnc1NC(=O)c1ccc(NS(=O)(=O)c2ccc3[nH]c(=O)[nH]c3c2)cc1	0	-3	-1	1	12	1	nt	-27
O=c1cc(NCC2CCCO2)[nH]c(=O)n1-c1ccc(Cl)cc1 (stereo not drawn)	10	2	-4	0	9	-1	-2	nt
CC(=O)C1(C)N(O)C(C)(C)C(c2cccs2)=[N+]1[O-] (stereo not drawn)	-7	nt	15	nt	12	nt	4	4
CCCN(CCC)C(=O)C1CCN(c2cc(C)nc3c(-c4ccc(OC)c(OC)c4)c(C)nn23)CC1	4	-3	8	5	-16	1	-21	23
Cc1cc(C)cc(N(C(=O)CNC(=O)c2cccs2)C(C(=O)NC2CCCC2)c2cccnc2)c1 (stereo not drawn)	-28	3	nt	3	nt	0	nt	nt
COc1ccc(C(=O)C2CCCN(C(=O)c3ccc(OC)o3)C2)c(C)c1 (stereo not drawn)	-2	-2	-1	nt	-13	-1	nt	-11
CC1CCN(C(=O)c2cccc(S(=O)(=O)N3CCN(c4ccccc4)CC3)c2)CC1	0	nt	-11	nt	42*	nt	nt	-17
CCCC#CCN1CCN(C23CC4CC(CC(C4)C2)C3)CC1	5	-2	-5	-2	9	1	4	4
CCOC(=O)C1(C)CCCCCN1C(=O)c1ccc(C(F)(F)F)nc1C (stereo not drawn)	nt	4	-5	8	7	-4	-9	7
COc1ccc(NC(=O)N(C)C[C@H]2Oc3ccc(NC(=O)Cc4cn(C)c5ccccc45)cc3CC(=O)N([C@H](C)CO)C[C@H]2C)cc1	-3	-1	-10	15	-2	10	6	4
O=C(CN1CCCCC1)NNc1nc(-c2ccccc2)c2cc(Br)ccc2n1	1	0	-11	nt	3	2	2	11
CCCCc1ccc(S(=O)(=O)NC(=O)C2(C)CCN2C(=O)C/C=C/c2ccccc2)cc1 (stereo not drawn)	nt	-4	-17	9	-7	0	13	-15
COc1cccc(NC(=O)CN(C)C(=O)c2ccc(OCc3ccccc3)c(OC)c2)c1	-4	2	0	9	-21	-1	-9	-22
COc1ccc(S(=O)(=O)Nc2ccc3c(c2)C(=O)N([C@@H](C)CO)C[C@H](C)[C@H](CN(C)Cc2ccc4c(c2)OCO4)OCCCC[C@@H](C)O3)cc1	2	3	12	11	-20	3	7	49
CCCC(=O)Nc1ccc2c(c1)OC[C@@H](C)N(C(=O)CC)C[C@@H](C)[C@H](OC)CN(C)C2=O	2	-1	-5	14	4	-1	0	-7
CC(=O)N(C)N(C)c1cc(C)nc(N)n1	-12	nt	6	0	-9	nt	6	9
COC(=O)c1nnn(CC(=O)Nc2cccc(OC)c2)c1C(=O)OC	-3	2	nt	1	nt	1	-8	-2
O=C(CCCOc1ccccc1)N1CCN(S(=O)(=O)c2cccc(F)c2)CC1	2	-3	24	6	36	2	3	-2
CCCCn1c(N)c(N(CC(C)C)C(=O)CN(C)S(=O)(=O)c2ccc(NC(C)=O)cc2)c(=O)[nH]c1=O	0	-2	-2	-6	13	2	nt	5
CCc1cc(=O)oc2cc(OCC(=O)OC)c(Cl)cc12	-10	-3	nt	-8	nt	6	13	5
COc1ccc(OC)c(NC(=O)Nc2ccc3[nH]ccc3c2)c1	nt	-6	5	-7	3	6	-2	4
O=C(c1ccc(F)cc1)N1CCCCN2[C@H](CO)[C@@H](c3ccc(-c4ccc(F)cc4)cc3)[C@H]2C1	16	0	nt	nt	nt	3	12	0
O=C(CN1CCCCCC1)Nc1cccc2c1OCO2	-6	-1	nt	2	nt	0	1	nt
O=S(=O)(NCCC1CC1(Cl)Cl)c1ccccc1 (stereo not drawn)	-1	nt	4	-5	0	nt	nt	21
Cc1ccc(-c2n[nH]c(=S)n2/N=C/c2cccs2)cc1	-2	7	-12	0	4	10	-2	4
Cc1cccc(C)c1NC(=O)C(c1ccc(Cl)cc1Cl)N1CCCCC1 (stereo not drawn)	4	0	nt	nt	nt	0	3	7
COc1ccc(Cl)cc1N1C(=O)CC(Sc2ccccc2N)C1=O (stereo not drawn)	-1	6	nt	nt	nt	0	3	3
C[C@@H]1CN([C@@H](C)CO)C(=O)Cc2cc(NC(=O)C3CCCCC3)ccc2O[C@H]1CN(C)Cc1ccc(C(=O)O)cc1	10	2	-6	-22	-2	1	2	-6
C[C@H]1CN([C@@H](C)CO)C(=O)c2cccc(NC(=O)c3ccc(-c4nccs4)cc3)c2O[C@@H]1CN(C)C(=O)Nc1ccc(C(F)(F)F)cc1	-8	-2	-3	-16	-26	-2	-14	nt
COc1ccc(S(=O)(=O)N2CCCc3ccccc32)cc1OC	-4	3	-2	nt	17	-3	-21	21
Cc1cccc(S(=O)(=O)NC(=O)C2(C)CCN2C(=O)Cc2ccccc2)c1 (stereo not drawn)	nt	-3	2	4	nt	-1	5	-9
COCCn1c(SCC#N)nnc1-c1ccc(OC)cc1	-12	0	2	1	-3	-2	-21	nt
O=C(CN(Cc1cccs1)C(=O)CNS(=O)(=O)c1ccccc1)NCc1ccco1	-3	-3	nt	27	nt	3	2	nt
CCOc1ccc(Cc2noc3c2C(=O)CC(C)(C)C3)cc1OCC	4	nt	2	nt	5	nt	-1	30
CCCC[C@@H]1CCCO[C@@](C(=O)NCc2ccccn2)(C(F)(F)F)C1	22	-2	14	-6	-37	61	9	13
CC(OC(=O)Cc1ccc(F)cc1)C(=O)NCc1ccc2c(c1)OCO2 (stereo not drawn)	-2	0	1	17	-3	1	15	-10
Cc1c(Cl)cccc1N1C(=O)CC(NNC(=O)c2cccnc2)C1=O (stereo not drawn)	-4	2	nt	nt	nt	2	24	-7
COc1ccccc1CNC(=O)/C=C/c1ccc(S(=O)(=O)N2CCOCC2)cc1	-5	nt	-12	nt	-14	nt	-14	20

Arranged by the number under LGR2 antag (low to high): 3 of the compounds above
smiles	LGR2 antag
COc1ccccc1CNC(=O)/C=C/c1ccc(S(=O)(=O)N2CCOCC2)cc1	-12
CC(OC(=O)Cc1ccc(F)cc1)C(=O)NCc1ccc2c(c1)OCO2 (stereo not drawn)	1
COCCn1c(SCC#N)nnc1-c1ccc(OC)cc1	2

(list continues)
SMILES	ARNT TACC3 PPI	PglD DTNB	LGR2 antag	C2C12 statin	GSIS activator	Cneo AK release	PGC1a acetyl inh	PAX8 reporter
CC(=O)C1=CCC(c2ccco2)N(S(=O)(=O)c2ccc(C)cc2)C1 (stereo not drawn)	nt	1	7	7	nt	20	-6	5
CCCc1cc(-c2nc(N)ncc2-c2ccc3c(c2)OCCCO3)c(O)cc1OC	6	-2	nt	46	nt	1	-36	nt
O=C(NCC[C@H]1CC[C@@H](NS(=O)(=O)c2cccc(F)c2)[C@H](CO)O1)c1cnccn1	-13	1	-4	4	-4	-1	2	-14
COc1ccc(NC(=O)N(C)C[C@@H]2Oc3c(NC(=O)c4ccc(-c5nccs5)cc4)cccc3C(=O)N([C@H](C)CO)C[C@@H]2C)cc1	13	1	4	nt	2	-3	6	nt
COCCNC(=O)/C(C#N)=C/c1ccccc1Br	-7	nt	-38	nt	10	nt	nt	-116
CO[C@@H]1CN(C)C(=O)c2cc(NS(=O)(=O)c3ccc(Cl)cc3)ccc2OC[C@@H](C)N(C)C[C@H]1C	-3	3	-2	-14	-4	-61	-15	3
CC(c1ccncn1)N(C)Cc1nc(-c2ccc(C(F)(F)F)cc2)no1 (stereo not drawn)	nt	3	15	4	-12	0	nt	7
O=C1CSC(c2cccnc2)N1Cc1cccnc1 (stereo not drawn)	-1	23*	1	-1	-1	-1	nt	-11
CCN(CC(=O)Nc1c(F)cccc1F)C(=O)CSCc1c(C)noc1C	-2	nt	-5	nt	19	nt	nt	-6
COc1ccc(CNC(=O)c2cnc(C)cn2)cc1	-13	nt	9	nt	2	nt	1	nt
CCCOC(=O)c1ccc(NC(=O)C2C3CCC(C3)C2C(=O)O)cc1 (stereo not drawn)	-4	nt	-5	nt	28	nt	nt	-5
CCC(=O)Nc1nc2ccc([N+](=O)[O-])cc2s1	-4	nt	1	-2	0	nt	14	11
C[C@H]1CN([C@@H](C)CO)C(=O)c2cc(NC(=O)Nc3cccc4ccccc34)ccc2O[C@@H]1CN(C)S(=O)(=O)c1ccc(Cl)cc1	-8	-2	6	-38	-2	12	-6	nt
COCC#Cc1cnc2c(c1)C(=O)N([C@H](C)CO)C[C@@H](C)[C@@H](CN(C)C(=O)Cc1ccncc1)O2	-3	1	-9	18	23	-4	9	nt
COC(=O)/C(=C/c1ccc(OC)cc1)NC(=O)c1ccco1	-11	-1	6	5	0	1	2	17
Fc1cccc(Cl)c1CSc1nnc(CN2CCOCC2)n1-c1ccccc1	2	-7	nt	-10	nt	-3	-3	nt
Cc1nn(CC(=O)OCC(=O)NCCc2ccc(S(N)(=O)=O)cc2)c(C)c1[N+](=O)[O-]	1	0	15	7	11	1	3	10
COc1cccc(/C=C/c2nc(C#N)c(NCC(C)C)o2)c1	-4	5	5	-6	-13	0	-29	-21
O=C(C[C@@H]1CC[C@H]2[C@@H](COC[C@H](O)CN2C(=O)C2CCOCC2)O1)NCc1ccncc1	5	9	-6	-21	13	0	-4	-21
Cc1c(N2C(=O)C(=O)/C(=C(/O)c3ccc(Cl)cc3)C2c2ccccc2)c(=O)n(-c2ccccc2)n1C (stereo not drawn)	1	nt	4	nt	31	nt	nt	6
C[C@H](CO)N1C[C@H](C)[C@@H](CN(C)C(=O)Nc2ccc(F)cc2)OCc2cnnn2CCCC1=O	9	6&-4	3&-11	3&-10	5&-5	4&-1	5&6	1&-8
CN1[C@@H]2c3ccc(-c4ccccc4F)c(=O)n3C[C@@H]2[C@@H](CO)[C@@H]1C(=O)Nc1nccs1	6	1	-15	-3	14	0	nt	nt
C[C@@H]1CN([C@H](C)CO)C(=O)c2cc(NC(=O)NC3CCCCC3)ccc2O[C@H]1CN(C)S(C)(=O)=O	2&-4	2&-1	19&16	-5&6	11&-1	6&3	1	-2
CC1CCCC(NC(=O)c2cccc(S(=O)(=O)N3CCN(c4ccccc4)CC3)c2)C1C (stereo not drawn)	-6	1	8	20	-2	0	nt	4
O=C(NC[C@H]1[C@@H](c2ccccc2)[C@@H](CO)N1CC1CCCC1)C1CC1	-6	0	-2	-5	7	0	-13	2
Cc1ccc(NC(=O)CSc2nnc(Cc3ccccc3)c(=O)[nH]2)c(C)c1	-4	5	-3	13	7	0	8	-16
Cc1cc(NC(=O)C(C)SCC(=O)Nc2ccccc2OC(F)F)no1 (stereo not drawn)	22	2	-4	nt	2	0	-9	-4

Compound activity (PubChem BioAssay)
